rCAG RNA binder: binders of r(CAG) RNA repeats, primary screen, biochemical, fluorescence. inhibition, % at 3 µM. 370,000 compounds, 1.3% hits. AID 651821, 2012. r(CAG) RNA repeat, TO-PRO-1 dye displacement fluorescence;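 active means inhibition above the plate cutoff, the mean of all test compounds on that plate plus 3 SD, cut at about 35% in these data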;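 further: 0% = DMSO alone and 100% = 100 µM mitoxantrone as full dye displacement; higher means more dye released from RNA so lower well fluorescence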
UHRF1 MBD2 ctr: UHRF1 methylated DNA binding inhibitors, primary screen, counter-screen for MBD2 inhibitor project, biochemical, TR-FRET, human UHRF1, single concentration; E3 ubiquitin-protein ligase UHRF1 (Homo sapiens), Q96T88; UHRF1 binding to methylated oligo; inhibition, % at 4.4 µM; 370,000 compounds, 0.75% hits; AID 687016, 2013; in the data active means inhibition above about 21%;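 further: UHRF1 SRA domain binding a hemimethylated CpG hairpin DNA probe; 0% = median of test compound wells and 100% = reference inhibitor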
TCR CD3 inh: inhibitors of human TCR-CD3 interaction, primary screen, biochemical, fluorescence, TAMRA-labeled TCR probe; inhibition, % at 9.4 µM; 360,000 compounds, 0.37% hits; AID 651800, 2012; in the data active means inhibition above about 19%;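 further: recombinant mutant TCR 2C K166C tagged with TAMRA read by polarization; 0% = receptor in buffer alone and 100% = receptor with positive control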
MBD2 inh: inhibitors of MBD2 binding to methylated DNA, primary screen, biochemical, TR-FRET, DNA-binding domain, human | Methyl-CpG-binding domain protein 2 (Homo sapiens), Q9UBB5 | MBD2 binding to methylated oligonucleotide | inhibition, % at 4.4 µM | AID 686964, 2013 | 370,000 compounds, 0.31% hits; in the data active means inhibition above about 13%
mABHD4 FP: ABHD4 inhibitors, primary screen, biochemical, fluorescence polarization, mouse; 370,000 compounds, 0.54% hits; inhibition, % at 8.92 µM; (Lyso)-N-acylphosphatidylethanolamine lipase (Mus musculus), Q8VD66; purified mABHD4, FP-Rh probe fluorescence polarization;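 active means inhibition exceeding the mean over every tested compound plus 3 SD, cut at about 30% in these data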;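 further: 0% = plate median of compound wells and 100% = S159A mutant with DMSO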
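Test system: mABHD4 protein | Buffer or medium: HEPES pH 7.0 buffer, 150 mM NaCl, 0.01% Pluronic F-127 | Probe or stimulus: FP-Rh fluorescent activity-based probe, added after compound pre-incubation | Timing: Pre-incubation 45 min, probe exposure 60 min, at 25 °C | Technique: Fluorescence polarization, excitation 525 nm, emission 598 nm, BODIPY TMR filters | Repeats: Single well per compound (singlicate)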
HTRA1 inh: HTRA1 serine protease inhibitors, primary screen, biochemical, fluorescence polarization, HTS. 340,000 compounds, 0.5% hits. inhibition, % at 5.96 µM. recombinant HTRA1, FP-rhodamine activity-based probe; in the data active means inhibition above about 36%;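 further: 0% = enzyme with DMSO and 100% = wells lacking enzyme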
SIAE primary: human SIAE inhibitors, primary screen, biochemical, fluorescence polarization, FP-Rh probe, 1536-well HTS | SIAE FP-Rh probe binding | 370,000 compounds, 0.69% hits | inhibition, % at 9.66 µM;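 active means inhibition above a cutoff: mean of compounds within the control limits plus 3 SD of those, cut at about 17% in these data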;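 further: 0% = plate median of compound wells and 100% = probe without SIAE protein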
Target sequence (Q9HAT2 whole entry, looked up): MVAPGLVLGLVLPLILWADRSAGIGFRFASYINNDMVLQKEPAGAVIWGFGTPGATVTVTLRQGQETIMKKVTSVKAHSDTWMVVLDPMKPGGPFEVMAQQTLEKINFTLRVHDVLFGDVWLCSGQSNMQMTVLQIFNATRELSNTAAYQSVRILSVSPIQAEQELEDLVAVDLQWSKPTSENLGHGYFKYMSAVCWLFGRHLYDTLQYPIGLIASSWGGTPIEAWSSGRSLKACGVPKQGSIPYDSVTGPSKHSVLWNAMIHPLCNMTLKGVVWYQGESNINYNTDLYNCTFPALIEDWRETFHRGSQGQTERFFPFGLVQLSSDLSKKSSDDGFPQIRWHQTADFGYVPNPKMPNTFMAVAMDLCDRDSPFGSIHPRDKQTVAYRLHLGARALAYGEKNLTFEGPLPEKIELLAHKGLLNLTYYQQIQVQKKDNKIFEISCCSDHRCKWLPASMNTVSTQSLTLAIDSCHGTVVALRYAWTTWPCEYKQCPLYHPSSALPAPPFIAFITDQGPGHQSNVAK
PRMT1 inh: PRMT1 methyltransferase inhibitors, primary screen, biochemical, fluorescence polarization; Protein arginine N-methyltransferase 1 (Homo sapiens), Q99873; recombinant PRMT1, activity-based probe fluorescence polarization; inhibition, % at 2.79 µM; 370,000 compounds, 1.3% hits; AID 652257, 2013;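 active means inhibition above about 21% made by adding two undisclosed values, limit read from the data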
Target sequence (Q99873 whole entry, looked up): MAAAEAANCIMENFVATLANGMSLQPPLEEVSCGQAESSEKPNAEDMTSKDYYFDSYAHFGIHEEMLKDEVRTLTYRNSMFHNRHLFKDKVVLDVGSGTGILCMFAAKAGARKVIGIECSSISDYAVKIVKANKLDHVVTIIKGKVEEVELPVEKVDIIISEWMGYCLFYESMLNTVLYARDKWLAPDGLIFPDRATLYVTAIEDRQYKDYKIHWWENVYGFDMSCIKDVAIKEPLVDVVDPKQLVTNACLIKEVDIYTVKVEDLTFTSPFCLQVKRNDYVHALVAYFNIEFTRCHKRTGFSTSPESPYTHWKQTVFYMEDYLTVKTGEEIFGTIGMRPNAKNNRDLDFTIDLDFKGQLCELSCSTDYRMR
NPR1 activator: GC-A stimulated cGMP production enhancers – HEK293 GC-A cells, cGMP TR-FRET, EC30 ANP, primary screen | Atrial natriuretic peptide receptor 1 (Homo sapiens), P16066 | 0% at EC30 ANP, 100% saturating ANP | activation, % at 10 µM | 370,000 compounds, 0.14% hits | AID 1671463, 2021; in the data active means activation above about 40%
GC-B act: human GC-B receptor activators, primary screen, HEK293 GC-B cells, cGMP TR-FRET, EC30 CNP; activation, % at 10 µM; 370,000 compounds, 0.11% hits; Atrial natriuretic peptide receptor 2 (Homo sapiens), P20594; 0% at EC30 CNP, 100% saturating CNP;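 active means activation at 10 µM reaching about 35% in either raw or pattern-adjusted values, limit read from the data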
Numbers without * were called inactive; · = not tested or not shown.

SMILES	rCAG RNA binder	UHRF1 MBD2 ctr	TCR CD3 inh	MBD2 inh	mABHD4 FP	HTRA1 inh	SIAE primary	PRMT1 inh	NPR1 activator	GC-B act
COc1ccc(C(=O)Nn2c(SCC(=O)c3ccccc3)nc3ccccc3c2=O)cc1	2	-2	4	-6	1	2	12	-2	0	4
Cc1cc(C)n(CC(=O)NNC(=O)C2CC(=O)N(Cc3ccccc3Cl)C2)n1 (centres undefined)	2	-2	1	1	-9	-1	-15	-4	-2	-3
COc1ccc([C@H]2C[C@@H](O)[C@H](n3cc(C4CC4)nn3)CN2C(=O)c2cccs2)cc1	3	2	-6	-5	3	-1	1	-4	4	2
O=S(=O)(c1ccc(Cl)cc1)c1nc(-c2ccco2)oc1N1CCCCC1	1	0	7	1	3	-1	-8	2	1	-2
COc1cccc(NC(=O)N(C)C[C@H]2OCc3cn(nn3)CCCC(=O)N([C@@H](C)CO)C[C@@H]2C)c1	2	-2	7	1	0	-4	12	1	3	-4
O=C(Cn1cnc2c(cnn2-c2ccccc2)c1=O)OCc1ccccc1	-4	1	-7	1	0	2	0	-1	4	5
O=C(N/N=C/c1c(F)c(F)c(F)c(F)c1F)c1ccc(Cn2cc(Br)cn2)o1	-1	0	0	5	-8	-20	-7	3	5	2
COCCNC(=O)c1ccccc1-c1ccccc1C(=O)O	3	-1	3	-5	5	0	8	-2	1	-10
Cc1cc(C(=O)CNCc2ccco2)c(C)n1-c1ccc(F)cc1	-2	-3	0	0	12	-6	7	1	-4	0
Cc1ccc2c(Cl)c(C(=O)NCc3cccnc3)sc2c1	-2	0	-1	3	2	-11	-5	1	-4	1
COc1ccccc1NC(=O)N1CCC(C(=O)c2ccc(Cl)cc2)CC1	-4	-1	-3	-6	-1	-1	6	0	0	-4
O=C(Nc1nnc(SCC(=O)N2CCCCC2)s1)C1CCCCC1	-6	2	4	-3	4	1	12	-2	-2	-5
O=C(C[C@@H]1C/C=C\CCC(=O)OC[C@@H]2CCCN2C1=O)N[C@H](CO)Cc1ccccc1	-3	-1	5	-9	-1	-2	2	1	0	3
CS/C(=C\[N+](=O)[O-])Nc1ccc(C)cc1	0	4	-2	-3	1	5	-2	4	-5	4
COc1cccc(CN2CC(C(=O)N(C)Cc3ccc(C)cc3)CCC2=O)c1 (centres undefined)	-9	0	-6	-6	-5	8	4	2	-17	-11
CCC(C)NC(=O)CSc1nc2ccccc2c(=O)n1CCCN1CCCCC1 (centres undefined)	-3	0	-2	14*	-14	0	3	0	-5	2
COC(=O)c1c(C(=O)OC)c(-c2ccc(OC)cc2)n2c1CS(=O)C2 (centres undefined)	2	-1	-2	0	-2	0	0	-1	-2	8
O=S(=O)(CC(O)COc1ccccc1Cl)c1ccccc1 (centres undefined)	-2	-1	6	-3	-1	-4	7	1	0	0
Cc1cccc(C(=O)NC(=S)Nc2cccc3nc(C)ccc23)c1	-1	-1	2	6	-5	-2	-13	4	-2	0
Cc1ccc(S(=O)(=O)NCCC(=O)NC(C)c2ccccc2)cc1 (centres undefined)	-2	1	2	-1	-1	4	-1	0	0	11

Records listed so far printed as active in MBD2 inh:
SMILES | TCR CD3 inh | MBD2 inh | mABHD4 FP | HTRA1 inh | SIAE primary | PRMT1 inh | NPR1 activator | GC-B act
CCC(C)NC(=O)CSc1nc2ccccc2c(=O)n1CCCN1CCCCC1 (centres undefined) | -2 | 14* | -14 | 0 | 3 | 0 | -5 | 2

(list continues)
SMILES	rCAG RNA binder	UHRF1 MBD2 ctr	TCR CD3 inh	MBD2 inh	mABHD4 FP	HTRA1 inh	SIAE primary	PRMT1 inh	NPR1 activator	GC-B act
CC1CCN(C(=O)CSc2nc3c(cnn3-c3ccc(Cl)cc3)c(=O)[nH]2)CC1	6	2	-7	-2	-5	-5	-10	-5	6	1
COc1ccc(C)cc1NC(=O)CN1c2cccc3cccc(c23)S1(=O)=O	9	-4	-7	0	20	-20	4	-1	-2	-7
CC[C@@]12C(=O)N(c3cccc(Br)c3)C(=O)N1[C@H](c1cccc(C)c1)[C@@H]1C(=O)N(Cc3ccccc3)C(=O)[C@@H]12	5	2	-4	0	-11	-71	-9	-1	-15	-16
CCN(CC)CCn1c(-c2ccccc2)nc(=S)c2c1CC(C)(C)OC2	3	3	-3	0	-8	0	7	0	0	4
COc1cc(OC)c(NC(=O)c2sc3ncn(CC(=O)N4CCOCC4)c(=O)c3c2C)cc1Cl	4	-3	2	-3	-1	1	-2	-2	-1	-1
CCCNC(=O)c1ccc(SC)cc1OC	-1	1	3	1	2	-5	1	0	-1	-1
S=c1[nH]nc(C2CC2)n1Cc1ccccc1	-1	-3	1	-2	-4	2	7	-6	0	-2
COc1cccc(N=C(N)N)c1	0	-2	2	-2	-1	1	0	-1	5	-8
O=C(NC1=NCCS1)c1cccc2ccccc12	0	-1	3	-2	-2	0	2	-2	1	-4
CCOC(=O)c1ccc(NC(=S)N2CCC(O)CC2)cc1	1	7	0	9	-10	5	-5	8	2	9
O=C1NC(c2ccccc2)c2c(-c3ccccc3)n[nH]c21 (centres undefined)	0	-1	-4	-1	5	·	5	-2	14	17
COc1cc(OC)cc(C(=O)N2CCN(S(=O)(=O)c3ccc4c(c3)OCCO4)CC2)c1	4	3	-3	7	-5	-1	-1	1	-11	-10
CC(C)=CC(O)C/C(C)=C/COc1ccc2ccc(=O)oc2c1 (centres undefined)	-2	-4	2	2	-2	-1	5	-3	4	0
CCNC(=S)/N=C(/Nc1ccc(OC)cc1)Nc1nc(C)cc(C)n1	-2	1	0	0	7	·	0	-3	-4	-11
O=C(c1ccc(Cl)cc1)N1CCN=C1c1ccccc1	-2	6	-3	5	3	-3	3	0	-4	4
C=CCNC(=S)NNC(=O)c1cc(O)ccc1O	1	-3	38*	0	21	·	1	3	-4	-3
O=C(O)CSc1cc(C(=O)c2ccccc2O)cn2c(=O)c3c4c(sc3nc12)CCCC4	47*	1	-1	0	-15	-20	-18	5	-10	-8
COc1cc(/C=C2\SC(=S)N(NS(=O)(=O)c3ccccc3)C2=O)cc(OC)c1OC	65*	0	-18	2	1	-5	1	9	-6	-1
COc1ccc(N2CC(C(=O)Nc3nnc(SCC(=O)NCc4ccco4)s3)CC2=O)cc1 (centres undefined)	14	0	1	0	5	-3	0	7	-2	11
CCOC(=O)[C@H]1[C@H]2COc3ccc(C)cc3[C@@H]2N2C(=O)CN(Cc3ccco3)C(=O)[C@@]12C	0	2	1	5	0	-1	1	5	1	2

Whole records as entered above.
C=CCNC(=S)NNC(=O)c1cc(O)ccc1O in the list: rCAG RNA binder = 1; UHRF1 MBD2 ctr = -3; TCR CD3 inh = 38*; MBD2 inh = 0; mABHD4 FP = 21; HTRA1 inh = ·; SIAE primary = 1; PRMT1 inh = 3; NPR1 activator = -4; GC-B act = -3
CC[C@@]12C(=O)N(c3cccc(Br)c3)C(=O)N1[C@H](c1cccc(C)c1)[C@@H]1C(=O)N(Cc3ccccc3)C(=O)[C@@H]12 in the list: rCAG RNA binder = 5; UHRF1 MBD2 ctr = 2; TCR CD3 inh = -4; MBD2 inh = 0; mABHD4 FP = -11; HTRA1 inh = -71; SIAE primary = -9; PRMT1 inh = -1; NPR1 activator = -15; GC-B act = -16

Later entries
SMILES	rCAG RNA binder	UHRF1 MBD2 ctr	TCR CD3 inh	MBD2 inh	mABHD4 FP	HTRA1 inh	SIAE primary	PRMT1 inh	NPR1 activator	GC-B act
CCOC(=O)c1ccc(-n2c(C)nc3c(cnn3-c3ccc(Cl)cc3)c2=O)cc1	-2	-2	-1	-5	-2	6	3	-4	12	-6
CN1C(=O)c2ccc(C(=O)NCc3ccccc3)cc2C1=O	0	9	-7	4	-10	-3	-5	5	0	4
Cc1ccccc1NC(=S)NCc1cccn1C	6	-2	4	-5	-1	0	8	1	-1	1
CNC(=S)N1CCC(c2nc3ccccc3s2)CC1	-3	-2	-7	4	0	-4	3	1	1	-2
COCCOC(=O)C1=C(N)OC2=C(C(=O)CCC2)C1c1cccnc1 (centres undefined)	-1	0	-6	2	8	7	-5	-2	5	7
O=C1c2ccsc2SCCN1Cc1c(F)cccc1Cl	-2	1	7	-2	7	-1	-4	-2	-1	0
CCN1C(=O)CC(C(=O)Nc2ccc(F)cc2)SC1=Nc1ccc2c(c1)OCO2 (centres undefined)	4	1	-9	-3	-9	-9	0	-1	1	10
CCC(=O)Nc1cccc(C(=O)Nc2nccs2)c1	2	-2	4	-4	-1	-1	0	0	-2	4
Cc1ccc(-n2c(C)cc(C(=O)COC(=O)c3ccc[nH]c3=O)c2C)cc1	6	-4	-3	3	-4	6	10	-4	-4	-2
Cc1cc(NC(=O)CSc2nnc3c(C)cc4c(C)ccc(C)c4n23)no1	-4	1	-1	-3	1	-8	-5	-3	-4	-1
O=c1ccc(OCCOc2ccccc2)nn1-c1ccccc1	-8	-1	0	-3	-1	-1	-9	-3	5	-3
Cc1ccc(C2CC2C(=O)NNC(=S)Nc2cccc(Cl)c2)cc1 (centres undefined)	52*	-1	0	-1	-11	-10	3	-5	-7	8
COCCn1nnnc1CN1CCC(NC(=O)c2ccc(Br)cc2)CC1	-5	2	3	-3	1	0	-1	-1	2	6

Part of the list above in order of count of non-hydrogen atoms, largest number first:
SMILES	rCAG RNA binder	UHRF1 MBD2 ctr	TCR CD3 inh	MBD2 inh	mABHD4 FP	HTRA1 inh	SIAE primary	PRMT1 inh	NPR1 activator	GC-B act
COc1cc(/C=C2\SC(=S)N(NS(=O)(=O)c3ccccc3)C2=O)cc(OC)c1OC	65*	0	-18	2	1	-5	1	9	-6	-1
O=S(=O)(c1ccc(Cl)cc1)c1nc(-c2ccco2)oc1N1CCCCC1	1	0	7	1	3	-1	-8	2	1	-2
Cc1ccccc1NC(=S)NCc1cccn1C	6	-2	4	-5	-1	0	8	1	-1	1
CS/C(=C\[N+](=O)[O-])Nc1ccc(C)cc1	0	4	-2	-3	1	5	-2	4	-5	4

Assay outcomes: PubChem, several laboratories

An excerpt; rates above refer to the full screens.
